Compound activity deposited in PubChem by Sanford-Burnham Center for Chemical Genomics.
HT1080 viability – HT1080 cell viability loss – fluorescence readout (AID 620). HT1080 viability, fluorescence; higher % means a stronger effect. cytotoxicity, % at 10 µM, or EC50 in µM where a hit was titrated. actives 0.42% (n = 87,000); in the data active means cytotoxicity above about 50%;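 further: cells exposed to compound overnight then 4 h with Alamar Blue; 0% = vehicle DMSO and 100% = killing control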
* = called active by the depositor. An excerpt; count on the stated rates, not on these rows.

SMILES | HT1080 viability
Cc1ccc(N(CC(=O)NC(C)c2ccccc2)S(=O)(=O)c2cccs2)cc1 (stereo unspecified) | 26%
N#CC1=C(N)NC(SCc2ccc(Br)cc2)=C(C#N)C12CCCCC2 | -5%
CCn1c(CSc2nc(C)cc(C)n2)nnc1SCC(=O)Nc1cccc2ccccc12 | 0%
Fc1ccc(NC(=S)NN=C2CCCCCC2)cc1 | 11%
Cc1c(N2C(=O)c3ccc(Br)cc3C2=O)c(=O)n(-c2ccccc2)n1C | -6%
CCOC(=O)c1cc(=O)n(Cc2ccccc2C)c2ccccc12 | 4%
CC(C)(C)c1[nH]nc2c1C(c1ccoc1)C(C#N)=C(N)O2 (stereo unspecified) | -8%
COc1ccc(C2C(C#N)=C(C)NC3=C2C(=O)CC(C)(C)C3)cc1 (stereo unspecified) | 11%
CN(CCO)c1nc(N)c2c(N)nc3c(c2c1C#N)CC(=O)N3C1CCCC1 | -13%
Cc1oc2ccc(O)c(CN3CCOCC3)c2c1C(C)O (stereo unspecified) | 10%
C=CCC(NCc1ccco1)c1ccc(OC)cc1 (stereo unspecified) | 7%
Cc1cccc(-c2c3c(=O)n(C)c(=O)n(C)c3cn2C2CCCCC2)c1 | -11%
CCOc1ccc2nc3c(cc2c1)CN(CCOC)C(=NCCOC)S3 | -12%
CCCNC(=O)CSc1nc(-c2cccs2)cc(C(F)(F)F)n1 | -8%
Cc1csc(SC(C)C(=O)Nc2ccc(Cl)cn2)n1 (stereo unspecified) | -1%
Nc1nc(CSc2ncccn2)nc(Nc2ccccc2)n1 | 3%
CCCN1C2=C(C(=O)CC(C)(C)C2)C(c2ccc(F)cc2)C2=C1c1ccccc1C2=O (stereo unspecified) | -4%
Cc1ccc(C2NC(=O)Cc3ccccc32)cc1 (stereo unspecified) | -4%
Cc1ccc(NC(=O)CCn2nc(C)cc2C)cc1 | 4%
CCCNC(=O)Cn1cnc2sc(C(=O)Nc3cc(OC)c(OC)c(OC)c3)c(C)c2c1=O | -23%
Cc1ccc(S(=O)(=O)Oc2ccc(/C=N/NC(=O)c3c(Cl)cnn3C)cc2)cc1 | -10%
CCOC(=O)c1cc(C)n(Cc2ccc(OCC)c(OC)c2)c1C | 7%
CCC(Sc1nc2ccc(N)cc2s1)C(=O)Nc1nccs1 (stereo unspecified) | 0%
CCCC(=O)Nc1ccc(C(=O)Nc2nc(CC(=O)OCC)cs2)cc1 | 8%
CCOc1ccc(C)cc1S(=O)(=O)Nc1ccc(Cl)cn1 | -6%

A draw from above in order of formula weight, falling.
SMILES | HT1080 viability
CCCNC(=O)Cn1cnc2sc(C(=O)Nc3cc(OC)c(OC)c(OC)c3)c(C)c2c1=O | -23%
CCCN1C2=C(C(=O)CC(C)(C)C2)C(c2ccc(F)cc2)C2=C1c1ccccc1C2=O (stereo unspecified) | -4%
Cc1c(N2C(=O)c3ccc(Br)cc3C2=O)c(=O)n(-c2ccccc2)n1C | -6%

Two entries from above, reformatted:
| structure | HT1080 viability |
| --- | --- |
| Cc1ccc(NC(=O)CCn2nc(C)cc2C)cc1 | 4% |
| CCCN1C2=C(C(=O)CC(C)(C)C2)C(c2ccc(F)cc2)C2=C1c1ccccc1C2=O (stereo unspecified) | -4% |

(list continues)
SMILES | HT1080 viability
C=CCn1c(Cc2cccs2)nnc1SC/C=C/c1ccccc1 | -6%
Cc1cccc(-n2c(Cn3nc(C)c([N+](=O)[O-])c3C)n[nH]c2=S)c1 | -6%
CCCNC(=O)C(=O)Nc1ccc(N(C)C)cc1 | -1%
CCOC(=O)c1ccccc1N/C=C1\CCCCC1=O | -33%
CCOc1ccccc1N1CCN(C(=O)C2c3ccccc3Oc3ccccc32)CC1 | 0%
O=C(Nc1ccccc1)N1CCN(c2ccc(C(F)(F)F)cn2)CC1 | 16%
Cc1ccc(S(=O)(=O)/N=C(\CSC(N)=O)Nc2ccccc2)cc1 | -4%
COc1ccc(C2c3sc(=O)[nH]c3SC3C4CCC(C4)C23)cc1OC (stereo unspecified) | -2%
CC(C)(C)C(=O)[C@@H]1[C@@H]2C(=O)N(Cc3ccccc3)C(=O)[C@@H]2[C@H]2c3ccccc3C=CN12 | -15%
O=C(CN1C(=O)NC2(CCCC2)C1=O)NCCC1=CCCCC1 | 21%
C=CCn1c(SCCOc2ccc(OC)cc2)nnc1C(CO)NC(=O)c1ccc(OC)cc1 (stereo unspecified) | -2%
COc1ccc(Br)cc1/C(C)=N/NC1=NCCN1 | -9%
CCN(CC)CCN1C(=O)C(=O)/C(=C(/O)c2cnn(-c3ccccc3)c2C)C1c1ccc(C)o1 (stereo unspecified) | -13%
CC1=NN(C(=O)Cc2ccc([N+](=O)[O-])cc2)C(O)(c2ccccc2)C1 (stereo unspecified) | -18%
Nc1nc(SCCN2C(=O)c3ccccc3C2=O)n[nH]1 | -8%
COC(=O)c1cc(OC)c(OC)cc1NC(=O)CN1C(=O)c2ccccc2C1=O | -18%
Cc1ccc(-c2noc(CSc3nnc(-c4ccncc4)n3-c3ccc(C)cc3)n2)cc1 | 17%
Cc1ccc(C)c(OCC(=O)O/N=C(\N)c2ccccn2)c1 | -11%
COc1cc(/C=N/N2C(=O)CSC2=S)ccc1O | -4%
CCOC(=O)N1CCN(C(=O)c2ccc3c(c2)N(Cc2ccc(C)cc2)CCS3)CC1 | -3%
CCCc1nnc(SCC(=O)N2CCCC(C)C2)n1CC1CCCO1 (stereo unspecified) | -15%
CC(C)n1nnnc1SCC(=O)c1ccc2c(c1)OCCO2 | -10%
O=C(O)CCC(=O)OCC1CCCCC1 | -3%
CN(C)S(=O)(=O)N1CCN(C(=O)c2cccs2)CC1 | -5%
COC(=O)c1cccc(N(C(=O)c2ccco2)C(C(=O)NC2CCCC2)c2ccco2)c1 (stereo unspecified) | -15%

Continued:
SMILES | HT1080 viability
CCCn1c(SCC(=O)NCCc2ccccc2)nnc1-c1ccco1 | -9%
CCOC(=O)c1ccccc1NC(=O)CSc1nnnn1C | 13%
Cc1ccc(S(=O)(=O)CCc2nc3ccccc3s2)cc1C | -5%
Cc1c(C)n(C)c2ccc([N+](=O)[O-])cc12 | -28%
O=S(=O)(N1CCOCC1)n1cnc2ccccc21 | 6%
O=C(NCc1ccccc1)C(=O)NCC1COc2ccccc2O1 (stereo unspecified) | 3%
CCOC(=O)c1cnn(-c2ccccc2)c1-n1cccc1 | -4%
COc1cccc(CNCCSc2nnnn2C)c1OC | -2%
COc1cc(OC)cc(C(=O)NC2=NCCS2)c1 | -2%
Cc1ccc(OC(=S)Nc2ccc(F)cc2)cc1 | -6%
COc1ccc(NC(=O)CSc2nc3ncccc3[nH]2)cc1OC | 7%
CC1CCC(NC(=O)Nc2cccs2)CC1 (stereo unspecified) | 5%
O=C(NC1CCCCC1)c1ccccc1NC(=O)C1CC1 | -8%
Cc1ccc(C)c(N2CCN(C(=O)Cn3c(=O)[nH]c4ccsc4c3=O)CC2)c1 | -1%
CCN1CCN(S(=O)(=O)c2cc(OC)c(Cl)cc2OC)CC1 | 1%
CC/C(=C\C(=O)c1ccncc1)Nc1ccc(Br)cc1 | -2%
CC1CCCC(C)N1C(=O)CSc1nc2ccccc2s1 (stereo unspecified) | 24%
Cc1cc(NC(=O)c2cccc(S(=O)(=O)N3CCCCCC3)c2)no1 | -4%
CN1/C(=C\C(=O)c2oc3ccccc3c2N)C(C)(C)c2ccccc21 | -1%
COC(=O)Cc1c[nH]c2cccc(OCC(O)CN(Cc3ccccc3)C(C)C)c12 (stereo unspecified) | -4%
COCCN=C1OC(=O)N2C(=O)C3=C4[C@@H](C[C@H]5C(=O)N(c6ccccc6)C(=O)[C@H]5[C@H]4[C@@]12Cc1ccccc1)[C@H]1C(=O)N(c2ccccc2)C(=O)[C@H]1[C@H]3C | 15%
CC1CCCN(C(=O)c2ccc(S(=O)(=O)N3CCC(c4nc5ccccc5s4)CC3)cc2)C1 (stereo unspecified) | 7%
O=C(Cn1c(=O)n(Cc2ccco2)c(=O)c2c3c(sc21)CCCCC3)c1ccccc1 | -1%
O=C(C1CCCCN1S(=O)(=O)c1ccccc1)N1CCN(Cc2ccccc2)CC1 (stereo unspecified) | 28%
CC(C)Cc1nc2oc3c(NCCCN4CCOCC4)ncnc3c2c2c1CCC2 | -5%

Later entries
SMILES | HT1080 viability
Cc1ccccc1-c1nc2ccccc2[nH]1 | -8%
Cc1nccc(-c2ccc(-n3cnc4ccccc43)cc2)n1 | -1%
CCC(=O)n1nc(-c2ccc(Cl)cc2)nc1SC | -6%
CCn1c(-c2ccc(Cl)cc2)n[nH]c1=S | 20%
S=C(Nc1ccccc1)N1CCn2c1nc1ccccc12 | -18%
CCN(CC)c1nc(Nc2ccccc2)nc(Oc2ccc(C(=O)OC)cc2)n1 | 6%
COc1ccc(NC(=O)C(c2ccccc2)N(C)C(=O)CNC(C)=O)cc1 (stereo unspecified) | 14%
Nc1c(S(=O)(=O)c2cccs2)c2nc3ccccc3nc2n1Cc1ccccc1 | -2%
CCCCOc1ccc(C(=O)C(CN2CCOCC2)c2ccccc2)cc1 (stereo unspecified) | 30µM*
Cc1ccc(NC(=O)CN(c2ccccc2)S(=O)(=O)N(C)C)cc1C | -6%
Cc1cc(C)c(S(=O)(=O)N2CCN=C2c2ccccc2)cc1C | 23%
FC(F)(F)c1ccc(C2[C@H]3CN(Cc4ccc(-c5ccccc5)cc4)[C@H](c4ccccc4)C34CC2(c2ccccc2)C4)cc1 (stereo partly specified) | 0%
CN(C)c1ccc(CNCCC2CCOC(C)(C)C2)cc1 (stereo unspecified) | 7%
CSc1nnc(Cc2sc(-c3ccccc3)nc2-c2ccccc2)o1 | -6%
O=C(Nc1ccc(Cl)c(Cl)c1)N1CCSCC1 | -4%
CC1CC2=C(CC1/C=N/NC(N)=S)C(C)(C)CCC2 (stereo unspecified) | -7%
CCn1c(SCc2nc(-c3ccc(Cl)cc3)no2)nnc1-c1ccco1 | -12%
COc1ccc(S(=O)(=O)N(CC(=O)N2CCOCC2)Cc2ccccc2)cc1C | -2%
COC(=O)c1ccc(NC(=O)CSCc2ccccc2)cc1 | -1%
CCOC(=O)C1=C(CN2c3ccccc3CC2C)NC(=O)NC1c1ccccc1 (stereo unspecified) | -12%
CCc1ccc(NC(=O)CC2C(=O)Nc3c2c(=O)n(C)c(=O)n3C)cc1 (stereo unspecified) | -9%
CC(C)(C)C(C(Oc1ccc(Cl)cc1)n1cncn1)n1nnnc1C(c1cccc(Cl)c1)N1CCCCC1 (stereo unspecified) | -12%
Cc1cc(NC(=O)c2cccc3ccccc23)cc(C)c1OCC(=O)N1CCOCC1 | 2%
COC(=O)C(C)N1C(=O)S/C(=C\c2cc(C)n(-c3ccccn3)c2C)C1=O (stereo unspecified) | 19%
COC(=O)c1ccc(NC(=O)CSc2nnc(-c3ccccc3)n2C)cc1 | 1%

New compounds follow
SMILES | HT1080 viability
CC(C)Cn1c(N)c(C(=O)COC(=O)c2cc(-c3ccccc3)nc3ccccc23)c(=O)n(C)c1=O | 12%
CC(CN1CCN(C)CC1)OC(=O)c1ccccc1 (stereo unspecified) | -13%
CCOc1cccc(C(=O)Nc2nnc(-c3cccs3)s2)c1 | -2%
COC(=O)CC1Oc2cc3oc4c5ccccc5oc(=O)c4c3cc2O1 (stereo unspecified) | 0%
CCc1nc(N)c(C#N)c(-c2cccc3ccccc23)c1C | 6%
CC1(C)NC(=O)N(CCOCCOc2c(Cl)cc(Cl)cc2Cl)C1=O | -11%
CC(C(=O)N1CCC(C(N)=O)CC1)N(c1ccc(Oc2ccccc2)cc1)S(C)(=O)=O (stereo unspecified) | -5%
CCOC(=O)/C=c1\s/c(=C(\C#N)C(=O)NC)n(-c2ccccc2)c1=O | 7%
CC1CCN(CCOc2cc(Cl)ccc2Cl)CC1 | -19%
CN(C)c1ccc(-c2n(C)c3ccccc3[n+]2C)cc1 | 14%
COC(=O)c1ccc(COC(=O)CCc2nc(-c3ccccc3)c(-c3ccccc3)o2)cc1 | -14%
COc1ccccc1-n1c(C)cc(C=O)c1C | -7%
CCCCN(CC)Cc1ccc(CNC(=O)Nc2ccc(OCC)cc2)o1 | 16%
COC(=O)C1=C(C)NC(C)=C(C(=O)OC)C1c1ccc2ccccc2n1 | 0%
CCCCNc1oc(-c2ccc(OC)cc2)nc1S(=O)(=O)c1ccccc1 | -20%
COc1ccc(CN=Cc2c(C(F)(F)F)[nH][nH]c2=O)cc1 | 6%
O=C(NCc1ccccn1)c1cc(-c2ccccc2Cl)on1 | -9%
CC1CCN(S(=O)(=O)c2ccc(S(=O)(=O)NCc3ccccc3)cc2)CC1 | -2%
CC1(C)CC(C)(c2ccc(O)cc2O)N(c2ccc3ccccc3c2)C(=S)N1 (stereo unspecified) | 14%
CCCCCCCOC(=O)c1ccc(OC(=O)c2cccnc2)cc1 | 17%
COC(=O)[C@@]1(Cc2ccc(F)cc2)[C@H]2c3cc(C(=O)N(C)C)n(Cc4c(CO)[nH]cc(C)c4=O)c3C[C@H]2CN1C(=O)c1ccccc1 | -14%
CC(C)=C1SC(N2CCOCC2)=NC1=O | -6%
Nc1ccc(C(=O)OCc2nc3c(ccc4ccccc43)[nH]2)cc1 | 26%
CCn1c(-c2ccccc2)c[nH]c1=S | 9%
COc1cccc(/C=N/n2cnc3ccccc32)c1OC | -6%

Compounds listed so far that have a cyano group (6):
SMILES | HT1080 viability
N#CC1=C(N)NC(SCc2ccc(Br)cc2)=C(C#N)C12CCCCC2 | -5%
CC(C)(C)c1[nH]nc2c1C(c1ccoc1)C(C#N)=C(N)O2 (stereo unspecified) | -8%
COc1ccc(C2C(C#N)=C(C)NC3=C2C(=O)CC(C)(C)C3)cc1 (stereo unspecified) | 11%
CN(CCO)c1nc(N)c2c(N)nc3c(c2c1C#N)CC(=O)N3C1CCCC1 | -13%
CCc1nc(N)c(C#N)c(-c2cccc3ccccc23)c1C | 6%
CCOC(=O)/C=c1\s/c(=C(\C#N)C(=O)NC)n(-c2ccccc2)c1=O | 7%

Continuation.
SMILES | HT1080 viability
CC(CCc1ccccc1)NC(=O)c1ccc(Cl)nc1 (stereo unspecified) | 33%
CCCCCN1C2=NCCN2c2ccccc21 | -6%
Cn1nc(C(F)(F)F)c2cc(NC(=O)OCc3ccc(C(C)(C)C)cc3)sc21 | -4%
CCN1CCCC1Cn1cnc2c([nH]c3cc(OC)ccc32)c1=O (stereo unspecified) | 13%
N#CC1=C(N)c2ccccc2CC12CCCCC2 | 0%
CC(=O)NCC(=O)OCC(=O)c1ccc2ccccc2c1 | -5%
O=C(COC(=O)c1ccncc1)Nc1cc(Cl)ccc1Cl | 3%
CCOC(Cn1c(-c2ccc(OC)cc2)nc2ccccc21)OCC | -8%
